# Screens from PubChem BioAssay.
# PP1 counter: blocks human PP1-alpha phosphatase, a PP5 counter-screen | actives 0.9% (n = 320,000) | AID 2235 | inhibition, % at 6.7 µM | purified PP1alpha, OMFP fluorescence;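 active means inhibition above the mean inhibition of all tested compounds plus 3 SD, computed separately for each screening campaign, cut at about 15% in these data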
# Target sequence (P62136 whole entry, looked up): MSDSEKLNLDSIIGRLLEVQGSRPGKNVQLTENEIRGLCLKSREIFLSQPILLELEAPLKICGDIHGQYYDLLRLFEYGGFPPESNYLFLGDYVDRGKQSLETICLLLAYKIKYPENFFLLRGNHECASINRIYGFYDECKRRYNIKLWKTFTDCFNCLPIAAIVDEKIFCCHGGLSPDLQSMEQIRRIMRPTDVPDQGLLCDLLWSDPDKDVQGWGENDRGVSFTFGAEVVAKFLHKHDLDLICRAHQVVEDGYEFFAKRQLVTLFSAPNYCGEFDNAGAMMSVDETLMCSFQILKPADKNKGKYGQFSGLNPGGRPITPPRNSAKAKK
# core dimer inh: HCV core protein dimerization inhibition | TR-FRET GST/Flag-core106 dimerization, 1536-well | inhibition, % at 5 µM | actives 0.33% (n = 300,000) | AID 1899;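 active means inhibition above the mean of all tested compounds plus 3 SD, set per screening campaign, cut at about 45% in these data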
#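 System – GST-tagged and Flag-tagged HCV core protein residues 1-106 · Repeats – one well for each compound · Technique – TR-FRET 671 and 617 nm emission · Doses – one concentration, 5 µM, in 0.5% DMSO · Times – 4 h, 22.5 °C incubation · Also added – Eu donor and XL665 acceptor anti-tag antibodies · Measure – percent inhibition of core106 dimerization signal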
# proCasp7 act: counter-screen for procaspase-3 activators: activators of human procaspase-7 | recombinant procaspase-7, Ac-DEVD-pNA absorbance 405 nm; D23A/D198A/D206A triple mutant, cannot self-cleave; scale: DMSO 0, 5 µM enzyme 100 | activation, % at 8.5 µM | actives 0.093% (n = 330,000) | AID 463210;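 active means percent activation above the screen-wide mean plus 3 SD, cut at about 25% in these data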
#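 Material: Procaspase-7 triple mutant (PC-7 D3A) | Quantity: 2 µM procaspase-7 mutant as dispensed | Reagent: DEVD-pNA substrate | Times: 1 h preincubation, 2 h reaction | Technique: 405 nm absorbance of p-nitroaniline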
# proCasp3 act: activators of human procaspase-3; recombinant procaspase-3 D3A, Ac-DEVD-pNA absorbance 405 nm; P42574; AID 463141; actives 0.11% (n = 330,000); activation, % at 8.5 µM;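 active means activation above the mean of all tested compounds plus 3 SD, cut at about 21% in these data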;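 further: 0% = DMSO alone and 100% = DMSO wells spiked with extra 5 µM PC-3 D3A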
# Target sequence (P42574 whole entry D9A/D28A/D175A): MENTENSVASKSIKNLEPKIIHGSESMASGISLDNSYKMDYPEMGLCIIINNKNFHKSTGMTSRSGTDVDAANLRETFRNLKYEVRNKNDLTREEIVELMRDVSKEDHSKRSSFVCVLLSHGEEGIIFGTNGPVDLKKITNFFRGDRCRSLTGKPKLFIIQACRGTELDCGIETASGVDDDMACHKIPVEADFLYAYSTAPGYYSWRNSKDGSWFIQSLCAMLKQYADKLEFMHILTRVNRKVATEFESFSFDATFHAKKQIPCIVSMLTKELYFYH
#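 Test system: Procaspase-3 D3A mutant, all three cleavage aspartates alanine | Dosing: Single dose, 8.5 µM nominal compound, 0.8% DMSO | Schedule: 1 h preincubation, 2 h reaction | Technique: 405 nm absorbance of p-nitroaniline, reads at 0 and 120 min | Repeats: One well per compound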
# PP5 inh: inhibitors of human protein phosphatase 5 (PP5); inhibition, % at 6.7 µM; actives 0.18% (n = 320,000); AID 1987; purified PP5c, OMFP substrate fluorescence;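 active means inhibition above the campaign's mean inhibition across all tested compounds plus 3 SD, cut at about 9.5% in these data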;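 further: 0% = DMSO only and 100% = 100 µM cantharidin control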
# Target sequence (P53041 whole entry, looked up): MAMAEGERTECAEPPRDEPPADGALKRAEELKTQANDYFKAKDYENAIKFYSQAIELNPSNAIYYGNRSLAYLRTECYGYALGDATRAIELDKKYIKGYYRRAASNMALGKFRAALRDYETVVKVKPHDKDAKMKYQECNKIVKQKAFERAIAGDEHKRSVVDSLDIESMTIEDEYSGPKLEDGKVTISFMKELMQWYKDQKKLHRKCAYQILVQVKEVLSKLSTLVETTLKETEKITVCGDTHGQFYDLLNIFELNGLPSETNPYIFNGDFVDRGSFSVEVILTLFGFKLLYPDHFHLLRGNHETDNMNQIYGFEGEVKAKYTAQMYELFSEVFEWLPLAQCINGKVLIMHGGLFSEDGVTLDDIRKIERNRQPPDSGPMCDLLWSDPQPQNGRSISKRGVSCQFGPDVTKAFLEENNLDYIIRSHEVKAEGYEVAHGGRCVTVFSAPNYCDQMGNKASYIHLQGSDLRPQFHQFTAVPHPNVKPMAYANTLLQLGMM
# PAFAH2 inh: inhibitors of human PAFAH2; actives 0.99% (n = 340,000); inhibition, % at 3.39 µM; AID 492956; recombinant PAFAH2, FP-rhodamine activity probe, fluorescence polarization; Q99487;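 active means inhibition above the mean over all tested compounds plus 3 SD, cut at about 30% in these data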;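 further: inhibitors block probe labeling of enzyme so polarization drops; 0% = enzyme with DMSO and 100% = wells lacking PAFAH2 protein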
# AHR activator: human AHR activation; P35869; AHR-responsive luciferase reporter cells, luminescence; activation, % at 5 µM; actives 2.5% (n = 320,000); in the data active means activation above about 47%;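 further: 0% = vehicle wells and 100% = reference agonist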
# TPT1 inhibitor: inhibitors of Candida albicans tRNA 2'-phosphotransferase TPT1. recombinant caTPT1, FP RNA substrate dephosphorylation. actives 0.81% (n = 300,000). AID 1962. inhibition, % at 5 µM;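 active means inhibition above the mean of all tested compounds plus 3 SD, set per screening campaign, cut at about 24% in these data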;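 further: plate controls were DMSO alone for no effect and ferristatin control at 100 nM for full effect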
# Fh CTSL1 inh: blocks F. hepatica cathepsin L1 in PFM18AAP counter-screen. recombinant F. hepatica cathepsin L1, Z-Leu-Arg-MCA fluorescence. inhibition, % at 5.96 µM. actives 0.49% (n = 300,000);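 active means inhibition above the mean of all tested compounds plus 3 SD, set per screening campaign, cut at about 17% in these data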;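 further: 0% = plate median of test compound wells and 100% = 1 µM Z-Phe-Ala-diazomethylketone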
# * hit, by the source's call; . = not tested or not shown. An excerpt. The share of hits here may be higher or lower than overall.
# Values run as follows: TPT1 inhibitor	Fh CTSL1 inh	PP1 counter	AHR activator	PAFAH2 inh	core dimer inh	proCasp7 act	PP5 inh	proCasp3 act
1: O=C(c1ccccc1F)N1CCC2(CC1)OCCO2
    1	3	1	3	-9	-13	-4	-8.7	-1
2: CCN(CC)CCCN=C(C)c1c(O)n(-c2ccc(C)cc2)c(=O)[nH]c1=O
    -1	0	-1	-5	2	3	1	1.2	1
3: CC1OC(NCCc2ccccc2)C(O)C(O)C1O (stereo not given)
    -1	-2	-8	5	-6	-6	8	-0.4	7
4: C1CCCN(C2CCNCC2)CC1
    -5	-2	-2	2	5	-7	5	-0.3	3
5: CCN(CC)S(=O)(=O)c1ccc(C)c(NCC(=O)Nc2ccc(C#N)c(Cl)c2)c1
    -6	4	-1	6	-8	-9	-6	3.0	-1
6: Nc1ccc2cc(Br)ccc2c1
    0	1	1	17	5	4	-17	2.7	5
7: COc1ccc(N2C(=O)NC(=O)/C(=C\c3cn(CC(=O)N4CCOCC4)c4ccccc34)C2=O)c(OC)c1
    12	-1	-5	5	0	7	-6	3.2	-2
8: COc1ccc(-n2c(O)c(C=NCc3ccc4c(c3)OCO4)c(=O)[nH]c2=O)cc1
    3	1	-3	8	-3	-1	10	-2.2	-11
9: COc1ccc(Oc2cc(NC(=O)c3nn(C)cc3[N+](=O)[O-])cc([N+](=O)[O-])c2)cc1
    1	20*	0	-4	-18	5	-13	5.1	7
10: C1=C(c2c[nH]c3ccccc23)CCN(Cc2ccccc2)C1
    5	0	-6	16	8	2	-13	-1.2	3
11: c1cncc(C2Nc3cccc4cccc(c34)N2)c1
    -4	1	23*	13	-1	2	5	0.8	-6
12: CNc1cc(N2CCNCC2)ccc1[N+](=O)[O-]
    -2	3	-1	1	-3	-13	0	-0.7	0
13: Cc1cc(C)c(C(=O)CN2CCOCC2)c(C)c1
    -1	2	-1	1	-2	-1	2	0.2	1
14: COc1ccc(OCC(=O)N2CCN(Cc3ccc4c(c3)OCO4)CC2)cc1
    -1	2	-4	1	6	3	2	-0.1	3
15: Cn1cnc(CCN)c1
    -1	2	-1	-1	10	12	-3	-1.8	3
16: CCCN1CCCC(C(=O)c2cc(C)c(OC)c(C)c2)C1 (stereo not given)
    0	1	0	-1	1	-3	0	-0.1	-7
17: CCOC(=O)C1(CCc2ccccc2)CCN(CC(O)CO)CC1 (stereo not given)
    -3	2	-3	2	-6	-14	-2	2.0	0
18: COC(=O)C1=C(c2cc3ccccc3o2)C[C@@H]2CC[C@H]1N2C(=O)NCCCOC(C)C
    0	0	2	0	3	-5	0	4.0	5
19: CCOc1cc(CNCCc2c[nH]c3ccccc23)cc(Cl)c1OCC
    -5	-3	2	-2	3	-6	5	-0.2	-7
20: O=C1NC(=O)N(Cc2ccco2)C(=O)/C1=C/C=C/c1ccco1
    35*	-1	5	0	33*	21	-12	-0.4	0

# Part of the list above in order of heavy-atom count, high to low:
# Values run as follows: TPT1 inhibitor	Fh CTSL1 inh	PP1 counter	AHR activator	PAFAH2 inh	core dimer inh	proCasp7 act	PP5 inh	proCasp3 act
7: COc1ccc(N2C(=O)NC(=O)/C(=C\c3cn(CC(=O)N4CCOCC4)c4ccccc34)C2=O)c(OC)c1
    12	-1	-5	5	0	7	-6	3.2	-2
19: CCOc1cc(CNCCc2c[nH]c3ccccc23)cc(Cl)c1OCC
    -5	-3	2	-2	3	-6	5	-0.2	-7
20: O=C1NC(=O)N(Cc2ccco2)C(=O)/C1=C/C=C/c1ccco1
    35*	-1	5	0	33*	21	-12	-0.4	0
10: C1=C(c2c[nH]c3ccccc23)CCN(Cc2ccccc2)C1
    5	0	-6	16	8	2	-13	-1.2	3
13: Cc1cc(C)c(C(=O)CN2CCOCC2)c(C)c1
    -1	2	-1	1	-2	-1	2	0.2	1

# Additional entries.
# Values run as follows: TPT1 inhibitor	Fh CTSL1 inh	PP1 counter	AHR activator	PAFAH2 inh	core dimer inh	proCasp7 act	PP5 inh	proCasp3 act
21: O=C(c1ccc(Cl)cc1)C1CCCN(Cc2ccc3c(c2)OCCO3)C1 (stereo not given)
    -3	5	-1	-1	-2	-1	0	0.7	-3
22: Cc1nc2ccc(Cl)cc2c(=O)n1-c1cccc(Cl)c1
    0	-2	1	1	4	2	3	-0.6	6
23: CC(=O)Nc1ccc(C(=O)C(Cc2ccccc2)N(C)C)cc1 (stereo not given)
    3	2	-1	1	-10	2	5	1.2	1
24: Cc1ccc(S(=O)(=O)N2CCCCC2)cc1NC(=O)CN1CC=C(c2ccccc2)CC1
    -1	1	11	2	0	23	-5	2.7	-8
25: CN1CCN(c2nccc3c2ncn3C)CC1
    -3	2	-3	0	-10	-3	0	-3.3	1
26: COc1ccccc1C1C([N+](=O)[O-])=C(N)Oc2c1c(=O)oc1ccccc21 (stereo not given)
    1	4	-1	1	-4	1	-8	-1.5	-2
27: Cc1cc(Oc2ccc(C(F)(F)F)cc2[N+](=O)[O-])c2c3c(c(=O)oc2c1)CCCC3
    -1	-1	1	12	7	28	1	0.0	1
28: C[N+]1(C)C2CCC1CC(OC(=O)C(CO)c1ccccc1)C2 (stereo not given)
    -3	-1	-1	1	-2	-3	5	1.1	-5
29: CC(=NCc1cccnc1)c1c(O)n(-c2ccccc2C)c(=O)[nH]c1=O
    -3	12	0	-3	-1	2	-13	3.0	0
30: CCC(=O)c1ccc(OCC(=O)N2CCN(CC(=O)Nc3ccc(C)cc3)CC2)cc1
    .	.	.	3	-1	.	1	.	-2
31: CCOc1ccc(C2SCC(=O)Nc3c2c(C)nn3C2CCOC(C)(C)C2)cc1 (stereo not given)
    -4	-2	-1	1	1	-12	-1	-1.2	0
32: Cc1ccsc1C(=O)C1CCCN(Cc2cnc(N3CCOCC3)s2)C1 (stereo not given)
    4	-1	-3	23	-4	3	-1	3.5	-9
33: CN1CCCC(C(=O)c2ccc(Cl)cc2)C1 (stereo not given)
    0	2	1	4	-2	5	3	-2.1	7
34: CCCCn1c(=O)c(C(=O)NC(C)c2ccccc2)c(O)c2ccccc21 (stereo not given)
    3	2	4	3	-8	-19	-1	3.5	8
35: Nc1ccccc1C(=O)OCCc1ccccc1
    .	.	1	-2	-6	.	3	2.1	-6
36: Cc1ccc(S(=O)(=O)CC(C)(O)C(=O)Nc2cccc(C(F)(F)F)c2)cc1 (stereo not given)
    3	-3	0	1	-1	4	-14	0.6	-2
37: CC(Cc1ccccc1)NC(=O)Cc1ccc([N+](=O)[O-])cc1 (stereo not given)
    -4	11	7	2	-4	-8	-6	-1.4	6
38: CC(=O)N(C1=NCCCS1)c1ccccc1F
    0	-3	-4	-1	-4	-3	-2	7.0	2
39: COC12CCC3(CC1C(C)(O)C(C)(C)C)[C@H]1Cc4ccc(O)c5c4[C@@]3(CCN1CC1CC1)C2O5 (stereo not given in full)
    .	.	.	-1	-2	.	1	.	2
40: COc1cc(C2SCC(=O)Nc3c2c(=O)[nH]n3C2CCCCCC2)cc(OC)c1OC (stereo not given)
    -4	-2	5	0	3	-3	7	0.9	12
41: Cc1ccccc1N1C(=O)/C(=C/c2ccco2)C(=O)NC1=S
    80*	2	69*	0	.	70*	-10	3.9	-10
42: C=CCn1c(O)c(/C=N/N2CCOCC2)c(=O)[nH]c1=S
    -1	-2	0	2	20	-7	-3	-2.6	-10
43: COc1ccc(CCN)cc1OC
    1	-4	-5	1	-1	0	2	-0.7	8
44: Cc1ccc(C2=NC(C)(C)N3C2C3c2ccc([N+](=O)[O-])cc2)cc1 (stereo not given)
    -1	0	1	-1	-1	-11	-6	-1.3	-8
45: CC(=O)c1cccc(OCC(O)CN2CC=C(c3ccccc3)CC2)c1 (stereo not given)
    2	-5	3	-2	-4	0	1	2.4	-5
46: FC(F)(F)c1ccccc1N1CC1c1ccncc1 (stereo not given)
    -1	-1	-3	3	-7	-9	3	1.9	2
47: Cc1ccccc1-n1c(O)c(/C=N/Nc2nc3c(c(=O)n(C)c(=O)n3C)n2C)c(=O)[nH]c1=S
    9	-2	5	20	7	-17	-1	6.9	-3
48: Cc1nn(Cc2ccccc2)c(C)c1C(=O)OCC(=O)Nc1ccccc1SCC#N
    13	-5	2	12	-1	-2	2	-0.9	5
49: CCCCC(=O)C1C(=O)NC(=O)NC1=O
    -1	7	0	1	-7	-2	-7	2.9	0
50: CC12CCC3C(CC=C4CC5(CCC43C)OCCO5)C1CCC2=O (stereo not given)
    -1	3	-5	1	6	4	4	-0.8	4
51: CC(=O)c1c(C)n(Cc2ccccc2)c2ccc(O)cc12
    0	7	7	-2	4	1	-10	-2.7	-4
52: CN(C)c1ccc(C(=O)c2ccc(N(C)C)cc2)cc1
    -1	6	0	18	19	7	-3	0.9	0
53: CN1C(=O)NC(=O)C(C)(C2=CCCCC2)C1=O (stereo not given)
    -5	3	-3	-2	2	-8	9	-0.3	1
54: C=C1C[C@@H]2[C@H](CC[C@]3(C)C(=O)CC[C@@H]23)[C@@]2(C)C=CC(=O)C=C12
    -3	-1	0	0	.	19	-7	-2.5	12
55: COC(=O)C1=C(c2ccc(OCc3ccccc3)cc2)C[C@@H]2CC[C@H]1N2C(=O)NCc1ccc([N+](=O)[O-])cc1
    .	.	.	0	4	.	10	.	-14
56: O=C(COc1ccc(Cl)cc1)N1CCN(Cc2ccccc2)CC1
    -4	2	-3	-1	6	7	-1	-1.6	0
57: CC12CCCCC1=[N+]([O-])CN2O (stereo not given)
    -3	-4	-4	-1	-7	4	-3	-0.9	3
58: O=C(CN1CCOCC1)c1ccc2cc[nH]c2c1
    -1	4	4	9	6	-21	5	5.7	-5
59: COC(=O)C1=C(c2ccc3ccccc3c2)C[C@@H]2CC[C@H]1N2C(=O)NCCO
    .	.	0	2	-6	.	0	-0.4	-4
60: O=C(COC(=O)Cc1ccccc1)Nc1ncc(Cl)cc1Cl
    -6	-14	-3	6	0	-5	-1	-0.5	4
61: CC(C)CN1CCN(Cc2c(F)cccc2Cl)CC1CCO (stereo not given)
    -1	-3	3	1	-5	0	10	-1.5	-7
62: CCN(CC)c1ccc(/C=C/[N+](=O)[O-])cc1
    127*	2	2	3	13	0	-17	-0.8	-2
63: CCc1ccc(/C=C(/C#N)C(N)=S)cc1
    -1	6	-2	2	-10	2	-19	-0.6	-15
64: Clc1ccc(C(OCCN2CCCCC2)c2ccccc2)cc1 (stereo not given)
    -3	3	-3	-2	-7	-11	0	-0.2	-4
65: COC(=O)C1=C(c2ccc3ccccc3c2)C[C@@H]2CC[C@H]1N2C(=O)N1CCCC1
    .	.	-1	0	-5	.	-11	3.3	-5
66: O=C(C[N+]12CCN(CC1)CC2)NCCc1ccc(Cl)cc1Cl
    3	-4	0	-1	-7	0	5	2.0	6
67: Cn1cc(C(=O)NCc2ccccc2)c2ccccc21
    39*	-1	1	3	-1	-1	0	-2.6	2
68: C/C(=N\N1CCCCC1c1cccnc1)c1c(O)n(C2CCCCC2)c(=S)[nH]c1=O (stereo not given)
    82*	8	13	6	-1	21	-10	2.5	-4
69: COc1ccccc1OCCCn1cc(C(=O)c2ccco2)c2ccccc21
    1	2	1	25	-2	9	-1	5.1	-6
70: CCn1c(O)c(C=NCc2ccccc2)c(=O)[nH]c1=S
    7	2	5	2	0	4	5	2.1	-2
